Luc counter – Kinase-Glo luciferase inhibition (counter-screen). Q27757. Kinase-Glo luciferase, ATP luminescence, 8 min. Potency, µM (top dose mostly 38.3 µM), for inactives: top-dose activity change, negative = inhibition, most hits filed as inhibitors. 200,000 compounds, 0.28% hits; also: potency is read from the fitted curve at half-maximal effect; % is scaled to controls: 0 for no effect and ±100 for the full control effect; nearly all actives have a fitted effect of over 60% in size
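Light output from Kinase-Glo luciferase with luciferin and 10 uM ATP in 50 mM imidazole pH 7.2, KCl, MgCl2, Tween 20, BSA; compound pin-delivered, 8-min ambient incubation, then luminescence read.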
aGal spleen mod – inhibits or activates alpha-galactosidase in human spleen homogenate; P06280; human spleen homogenate, 4MU-alpha-Gal fluorescence, 40 min; Potency, µM (highest dose often 80 µM), for the others: top-dose activity change, negative = inhibition, actives largely listed as inhibitors; 240,000 compounds, 0.008% hits; AID 2107;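 also: potency is read from the fitted curve at half-maximal effect; 0% = enzyme with vehicle and -100% = no enzyme basal signal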
Target sequence (P06280 32-429 limits assumed): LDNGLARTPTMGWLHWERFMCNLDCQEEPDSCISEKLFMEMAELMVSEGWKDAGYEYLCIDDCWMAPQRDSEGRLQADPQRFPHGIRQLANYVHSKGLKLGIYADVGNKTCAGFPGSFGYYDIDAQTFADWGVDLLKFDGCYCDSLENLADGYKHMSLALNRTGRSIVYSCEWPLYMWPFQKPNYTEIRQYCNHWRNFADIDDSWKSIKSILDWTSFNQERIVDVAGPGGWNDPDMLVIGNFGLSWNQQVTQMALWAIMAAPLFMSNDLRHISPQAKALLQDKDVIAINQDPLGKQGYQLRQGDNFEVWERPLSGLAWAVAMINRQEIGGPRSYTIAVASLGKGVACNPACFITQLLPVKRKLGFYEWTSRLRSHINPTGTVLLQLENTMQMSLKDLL
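Human spleen homogenate (1 ug) as enzyme source, 4-methylumbelliferyl-alpha-D-galactopyranoside 1 mM final, citrate/phosphate pH 5.0 with 0.01% Tween-20. Compounds 40 min at 37C, NaOH/glycine stop; fluorescence Ex 365/Em 440, Hill-fit AC50.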
NPSR antag – blocks cAMP signaling of the human neuropeptide S receptor. Q6W5P4. CHO-NPSR cells, cAMP TR-FRET, antagonist mode. Potency, µM (series often up to 38.3 µM), for the others: at the top dose activity change, negative = inhibition, actives largely listed as inhibitors. 220,000 compounds, 1% hits. AID 1461; also: potency is read from the fitted curve at half-maximal effect; % is scaled to controls: 0 for no effect and ±100 for the full control effect; nearly all actives have a fitted effect of over 50% in size; many of its hits are not listed in these tables
Target sequence (Q6W5P4 whole entry, looked up): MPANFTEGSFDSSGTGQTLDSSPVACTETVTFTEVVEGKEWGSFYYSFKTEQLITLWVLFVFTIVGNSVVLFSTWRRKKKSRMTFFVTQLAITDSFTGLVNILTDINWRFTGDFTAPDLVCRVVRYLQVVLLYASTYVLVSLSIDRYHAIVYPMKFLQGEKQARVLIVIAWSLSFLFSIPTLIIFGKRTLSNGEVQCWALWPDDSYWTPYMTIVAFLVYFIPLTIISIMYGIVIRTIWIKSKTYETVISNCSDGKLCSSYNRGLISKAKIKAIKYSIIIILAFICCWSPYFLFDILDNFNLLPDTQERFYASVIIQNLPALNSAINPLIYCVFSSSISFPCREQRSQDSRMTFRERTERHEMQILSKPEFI
Lamin A splicing – LMNA splicing modulation | HeLa LMNA splicing GFP/RFP minigene ratio, 48 h | Potency, µM (series often up to 46.1 µM), for inactives: at the highest dose ratio change, negative = inhibition, hits mostly inhibitors | 200,000 compounds, 0.01% hits; active = well fitted inhibition curve with a large enough effect in the signal ratio, with a control signal flat, not every such curve was filed as active; inconclusive = small, poorly fitted or top-dose-only effect, or effect the other way, or a change in a side signal; the % refers to the signal ratio; also: potency is read from the fitted curve at half-maximal effect; % is scaled to controls: 0 for no effect and ±100 for the full control effect
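Read-out is the ratio of GFP to DsRed2 object intensity, acquired by 488 nm laser-scanning cytometry on HeLa lamin A-EGFP minigene reporter cells. Compound incubation 48 hrs at 37 °C in Opti-MEM with 2% FBS; DMSO 0.5% final.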
CBFb-RUNX1 inh – inhibitors of human CBF-beta and RUNX1 interaction. Q01196+Q13951. AlphaScreen CBFb-His/RUNX1-biotin binding, biochemical. Potency, µM (doses to about 59.8 µM), inactives show at the top dose activity, negative = inhibition, most hits filed as inhibitors. 230,000 tested, under 10 active. AID 1477; also: % of control where 0% means no effect
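AlphaScreen binding: CBFb-His and RUNX1-biotin (30 nM each) preincubated 20 min, compound added for 15 min, then nickel and streptavidin beads for 90 min, all at room temperature. Disruption of the interaction by any mechanism counts as activity.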
Epigenetic derep – epigenetic control regulation, reporter derepression | murine LDR cells, GFP reporter derepression, 30 h | Potency, µM (titrated, usually from 53.9 µM), for the others: at the top dose GFP activation, most hits filed as activators | 280,000 compounds, 0.2% hits | AID 1865; also: potency is read from the fitted curve at half-maximal effect; % of control where 0% means no effect; nearly all actives have a fitted effect of over 60% in size
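Reporter derepression read as number of fluorescent GFP-positive objects, 20-120 um in size, counted by laser-scanning cytometer. Mouse LDR line with an epigenetically silenced CMV-GFP locus; compound incubation 30 h, 37 C.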
IMPase Li cell – membrane-permeable IMPase blocker, potentiated with lithium. 210,000 compounds, 0.35% hits. CHO-M1 cells, IP1 TR-FRET (IP-One), carbachol + lithium. Potency, µM (series often up to 59.4 µM), inactives show at the highest dose activity, negative = IMPase inhibition, most hits filed as inhibitors;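 also: IP1 builds up when IMPase is blocked and the TR-FRET signal falls; potency is read from the fitted curve at half-maximal effect; plate controls were basal vehicle for no effect and high inhibitor control for full effect; nearly all actives have a fitted effect of over 50% in size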
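Steps: plate 2000 CHO-M1 cells per well and culture 16–30 h; add compound and lithium; incubate 30 min, 37C; add d2-IP1 tracer and Eu cryptate anti-IP1 antibody in lysis buffer; read after 10 min at room temperature.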
* hit, by the source's call; ? = inconclusive; . = not tested or not shown; & = joins results of further samples; [ ] = another dose, or the depositor's remark. Unless noted, calls follow the shape of the dose curve; as a rule, active = well fitted curve in the direction sought with a large enough effect; inconclusive = small, poorly fitted or top-dose-only effect, or another doubt; inactive = no such curve, though single readings can be large; an effect the other way counts as inactive or inconclusive.

cpd	Molecule	Luc counter	aGal spleen mod	NPSR antag	Lamin A splicing	CBFb-RUNX1 inh	Epigenetic derep	IMPase Li cell
1	NC(=NCCc1c[nH]c2ccccc12)NS(=O)(=O)c1ccc2ccccc2c1	4%	7%	-12%	?	-9%	1.0%	-5%
2	Cc1nn(Cc2ccccc2)c(Cl)c1C(=O)OCc1nnc(-c2ccc(Cl)cc2)o1	1%	0%	-18%[46.1 µM]	?	8%	-1.9%	22%[38.3 µM]
3	Nc1nnc(SCCOc2cccc(Br)c2)s1	-13%	17%	28%[46.1 µM]	-2%	1%	0.0%	0%[38.3 µM]
4	O=c1[nH]c(SCc2ccccc2)nnc1-c1ccccc1	1%	-1%	4%[46.1 µM]	-4%	0%	0.0%	-14%
5	CC1=C(SCCC#N)S/C(=C2\SC(C)=C(SCCC#N)S2)S1	-7%	9%	-26%[46.1 µM]	16%	-27%	2.5%	4%[38.3 µM]
6	COC(=O)c1sccc1NC(=O)c1cc(-c2ccc(C)cc2)nc2ccccc12	-3%	-1%	?	10%	4%	-1.2%	-19%[38.3 µM]
7	Clc1ccc(-n2nnnc2-c2cnc3ccccc3c2-c2ccccc2)cc1	.	0%	?	.	-3%	0.0%	.
8	CCc1ccnc(NS(=O)(=O)c2ccc3c(c2)OCCO3)c1	.	1%	-5%	.	1%	2.0%	.
9	CC(C)Cn1c(N)c(C(=O)CSc2ccc3c(c2)OCCO3)c(=O)n(C)c1=O	0%	7%	-1%[46.1 µM]	?	0%	-1.1%	12%[38.3 µM]
10	CCCNC(=O)OC[C@@H]1O[C@H](CCON=C(C)C)C=C[C@@H]1Oc1ccc(OC)cc1	.	-16%[17.5 µM]	.	.	4%[13.1 µM]	0.0%[10.1 µM]	.
11	N#CC1=C2N=C(N)c3ccccc3N2C2=C(C(=O)CCC2)C1c1ccccc1F (stereo not given)	.	-5%	-15%	.	-19%	2.6%	.
12	NC(=O)C1CCN(C(=O)Cn2cccc2C(=O)c2ccccc2)CC1	-5%	7%	-11%[46.1 µM]	3%	3%	-0.5%	-4%[38.3 µM]
13	CC(=O)c1cc(C#N)c(SCc2ccccc2)nc1C	3%	2%	-15%[46.1 µM]	15%	18%	-3.2%	1%[38.3 µM]
14	O=C(Cn1c(CO)nc2ccccc21)NCc1ccc2c(c1)OCO2	.	3%	-19%	.	2%	-0.3%	.
15	O=C1/C(=C/c2cccnc2)SC(=S)N1N1CCOCC1	.	-3%	3%	.	7%	0.0%	.
16	O=c1nc2ccccc2c(NS(=O)(=O)c2ccccc2)n1-c1ccccc1	0%	22%	23%[46.1 µM]	17%	0%	0.8%	5%[38.3 µM]
17	Nc1ccnc(Oc2ccc(F)cc2)c1	-2%	7%	12%	-6%	-10%	0.6%	0%
18	O=C(O)CCCCn1c(SCC(=O)Nc2ccccc2C(F)(F)F)nc2ccsc2c1=O	4%	2%	-6%	?	1%	-0.5%&0.3%	2%
19	COc1ccc(N2CC(O)=C(c3nc4ccccc4s3)C2=N)cc1	-3%	5%	-13%[46.1 µM]	-1%	-3%	-1.0%	14µM*
20	COc1ccc(CCNC(=O)C/C(C)=N/NC(=O)C2CCCCC2)cc1OC	-3%	-4%	9%	-8%	3%	0.0%	-6%
21	CN1CCN(C2=Cc3cc(Cl)ccc3Sc3cc(F)ccc32)CC1	1%	0%	?	?	4%	1.4%	32%[activator]
22	CCOC(=O)C1=C(CSc2nc(-c3ccccc3)ccc2C#N)OC(N)=C(C#N)C1c1ccc(OC)cc1 (stereo not given)	2%	-2%	-17%[46.1 µM]	-5%	2%	2.3%	-21%[38.3 µM]
23	COc1ccc(-c2cc(=O)c3c(O)c(OC)c(O[C@@H]4OC(COC5OC(C)C(O)C(O)[C@@H]5O)C(O)C(O)C4O)cc3o2)cc1 (stereo not given in full)	-4%	10%	.	-9%	.	-0.1%	3%
24	CSc1nsc(SC)c1NC(=O)OC1CCCCC1	-1%	2%	-7%[46.1 µM]	4%	3%	0.8%	-6%[38.3 µM]

A different layout for 3 compounds above.
Below each SMILES – Luc counter | aGal spleen mod | NPSR antag | Lamin A splicing | CBFb-RUNX1 inh | Epigenetic derep | IMPase Li cell
16: O=c1nc2ccccc2c(NS(=O)(=O)c2ccccc2)n1-c1ccccc1
  0% | 22% | 23%[46.1 µM] | 17% | 0% | 0.8% | 5%[38.3 µM]
14: O=C(Cn1c(CO)nc2ccccc21)NCc1ccc2c(c1)OCO2
  . | 3% | -19% | . | 2% | -0.3% | .
17: Nc1ccnc(Oc2ccc(F)cc2)c1
  -2% | 7% | 12% | -6% | -10% | 0.6% | 0%

More compounds:
cpd	Molecule	Luc counter	aGal spleen mod	NPSR antag	Lamin A splicing	CBFb-RUNX1 inh	Epigenetic derep	IMPase Li cell
25	C=CCn1c(SCc2nc3ccccc3[nH]2)nnc1-c1ccc(OC)cc1	-3%	1%	-23%[46.1 µM]	12%	5%	-0.7%	-1%[38.3 µM]
26	O=C(/C=C/c1ccccc1)NNC(=O)C1CC1	15%	7%	-4%[46.1 µM]	2%	2%	-0.2%	9%[38.3 µM]
27	CC(=O)N=c1n(C)c2ccccc2n1CCOc1ccccc1	-4%	-14%	1%	?	6%	-4.3%	-4%
28	CN(C)CCN1C(=O)c2oc3ccc(F)cc3c(=O)c2C1c1ccncc1 (stereo not given)	-2%	8%	13%[46.1 µM]	-5%	11%	0.0%	18%[38.3 µM]
29	Fc1ccccc1OCCCCCCN1CCCC1	-1%	-12%	-1%[46.1 µM]	3%	5%	-1.1%	12%[38.3 µM]
30	CCN(CC)C(=O)Cn1nnc(-c2ccc(S(C)(=O)=O)cc2)n1	3%	-2%	15%	-4%[46 µM]	-3%	0.6%	-3%
31	Cc1ccc(N2CCN(C(=O)c3ccccc3NC(=O)C3CCCCC3C(=O)O)CC2)cc1 (stereo not given)	0%	-10%	-5%	4%	4%	1.1%	5%
32	CCOc1ccc(C2=Nn3c(nnc3-c3ccccc3)SC2)cc1Cl	-4%	9%	-6%[46.1 µM]	2%	2%	0.0%	8%[38.3 µM]
33	COC(=O)c1ccc(C(=O)OC)c(NC(=O)COC(=O)C2CC2C)c1 (stereo not given)	-2%	3%	-16%[46.1 µM]	-2%	4%	-1.1%	20%[38.3 µM]
34	Cc1cccc2cc(COC(=O)C(C)(C)C)c(=O)[nH]c12	0%	?	-17%[46.1 µM]	-8%	8%	0.0%	-5%[38.3 µM]
35	O=C(COc1ccccc1Cl)NNC(=O)C1CCCO1 (stereo not given)	0%	12%	4%[46.1 µM]	-5%	6%	0.0%	10%[38.3 µM]
36	O=C(Nc1nncs1)c1cccc(S(=O)(=O)N2CCc3ccccc32)c1	0%	2%	-7%	?	-7%	-6.1%	7%

Results in Epigenetic derep (3 entries from above):
| no. | Structure | Epigenetic derep |
| --- | --- | --- |
| 31 | Cc1ccc(N2CCN(C(=O)c3ccccc3NC(=O)C3CCCCC3C(=O)O)CC2)cc1 (stereo not given) | 1.1% |
| 32 | CCOc1ccc(C2=Nn3c(nnc3-c3ccccc3)SC2)cc1Cl | 0.0% |
| 33 | COC(=O)c1ccc(C(=O)OC)c(NC(=O)COC(=O)C2CC2C)c1 (stereo not given) | -1.1% |

Later entries:
cpd	Molecule	Luc counter	aGal spleen mod	NPSR antag	Lamin A splicing	CBFb-RUNX1 inh	Epigenetic derep	IMPase Li cell
37	Cc1c(C(=O)N2CCOCC2)sc2ncn(CC(=O)N3CCC(C)CC3)c(=O)c12	-1%	2%	12%[46.1 µM]	-1%	2%	0.9%	12%[38.3 µM]
38	O=C(c1ccccc1)n1ccn(-c2ccccc2)c1=S	-3%	-1%	-14%[46.1 µM]	?	10%	-1.2%	15%
39	O=C(NCc1ccc(F)cc1)c1ccc(CS(=O)(=O)Cc2ccc(F)cc2)o1	-1%	-1%	?	?	3%	-0.9%	-29%[38.3 µM]
40	COc1ccc(CCNC(=O)CCn2c(=O)oc3ccccc32)cc1OC	2%	3%	-7%[46.1 µM]	-12%	5%	0.0%	0%[38.3 µM]
41	Cc1ccc(C)c(NC(=O)c2ccc3c(c2)N(Cc2ccc(F)cc2)C(=O)CS3=O)c1 (stereo not given)	1%	-4%	-6%	?	-5%	-1.0%	18%
42	CC(=O)Nc1ccccc1NC(=O)CC(C)(C)C	-4%	0%	1%[46.1 µM]	-7%	10%	0.0%	21%[38.3 µM]
43	CCN(Cc1ccccc1)S(=O)(=O)c1ccc(C(=O)Nc2nnc(C3CC3)o2)cc1	-1%	-1%	14%[46.1 µM]	?	?	0.0%	27%[38.3 µM]
44	CNc1nc2c3ccccc3n(C(C)=O)c2s1	1%	0%	-23%[46.1 µM]	-20%	-6%	-1.0%	29%[38.3 µM]
45	Cc1ccc(C(=O)N/C(=C\c2cccs2)C(=O)NCCc2c[nH]c3ccccc23)cc1C	-2%	2%	?	-1%[0.0737 µM]	-20%	-1.9%	7%[38.3 µM]
46	CNS(=O)(=O)c1cccc(C(=O)OCc2cc(=O)n3cc(Br)ccc3n2)c1	-2%	2%	-7%	13%	-3%	0.4%	-17%
47	c1ccc2c(c1)OCC(c1nnc3sc(-c4cnccn4)nn13)O2 (stereo not given)	-2%	2%	-19%[46.1 µM]	13%	-10%	0.0%	20%[38.3 µM]

This is a subset, so the mix of outcomes need not match the whole.
